HKDC1 inhibitor: HKDC1 hexokinase inhibitors, primary screen, biochemical, fluorescence, uHTS; Q2TB90; recombinant HKDC1, G6PDH/diaphorase resazurin coupled fluorescence; inhibition, % at 20 µM; 340,000 tested, 0.16% active; AID 493160, 2011;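 active = inhibition above about 35% when tested at 20 µM, limit read from the data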;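 also: plate controls were DMSO wells with enzyme for no effect and DMSO wells lacking enzyme for full effect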
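test system = in-house recombinant HK5 (HKDC1) enzyme | amount = HKDC1 at 5 µg/mL | control set = DMSO-enzyme wells negative, buffer-substituted wells positive | compound = one dose of 20 µM, 1% DMSO | schedule = reaction time 90 min, room temperature, protected from light | technique = resorufin fluorescence at 613 nm | reagent = glucose with 1 mM ATP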
PfG6PD inh: PfG6PD enzyme inhibitors, primary screen, biochemical, fluorescence intensity, uHTS. 350,000 tested, 0.78% active. PfGluPho enzyme, NADPH resazurin-diaphorase fluorescence. inhibition, % at 20 µM;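 active = inhibition reaching at least a set limit at 20 µM in the primary screen, cut at about 59% in these data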;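 also: 0% = DMSO wells with substrate and 100% = DMSO wells lacking glucose-6-phosphate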
NR3A LBD binder: binders of NR3A ligand-binding domain, primary screen, biophysical, differential scanning fluorimetry, uHTS; NR3A LBD differential scanning fluorimetry, Tm shift; 0% = protein alone, 100% = glycine-bound protein; Tm shift relative to glycine control, % at 25 µM; 340,000 tested, 2.5% active;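 active = melting temperature shift of at least 10% of the positive control shift, at one fixed dose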
SENP8 inh: human SENP8 protease inhibitors, primary screen, biochemical, fluorescence, Nedd8 protein substrate, uHTS; Sentrin-specific protease 8 (Homo sapiens), Q96LD8; recombinant SENP8; inhibition, % at 20 µM; 360,000 tested, 0.64% active; AID 602440, 2012; in the data active = inhibition mostly above about 40%, no sharp cut-off; inactive = mostly below about 27%
Target sequence (Q96LD8 whole entry, looked up): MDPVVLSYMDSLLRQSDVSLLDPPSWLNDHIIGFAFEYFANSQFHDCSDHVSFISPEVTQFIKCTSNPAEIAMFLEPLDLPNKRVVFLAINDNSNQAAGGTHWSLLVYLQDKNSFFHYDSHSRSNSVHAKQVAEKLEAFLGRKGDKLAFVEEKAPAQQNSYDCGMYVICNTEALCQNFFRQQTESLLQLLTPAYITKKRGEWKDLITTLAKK
ATG4B inh: ATG4B protease inhibitors, primary screen, biochemical, fluorescence, uHTS | Cysteine protease ATG4B (Homo sapiens), Q9Y4P1 | ATG4B cleavage of LC3-PLA2, NBD-HPC fluorescence, 1 h | inhibition, % at 8.33 µM | 340,000 tested, 0.51% active; in the data active = inhibition above about 40%
MPTP block: mitochondrial permeability transition pore inhibitors, primary screen, biochemical, isolated mouse mitochondria, absorbance. AID 602449, 2012. 360,000 tested, 1.4% active. Ca2+ swelling absorbance, 30 min. inhibition, % at 10 µM;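 active = inhibition of 50% or more, scaled per plate between neutral and stimulator controls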;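 also: 0% = DMSO wells given calcium and 100% = 1 mM EGTA wells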
SENP7 block: SENP7 protease inhibitors, primary screen, biochemical, luminescence, uHTS. Sentrin-specific protease 7 (Homo sapiens), Q9BQF6. recombinant SENP7, Z-RLRGG-aminoluciferin luminescence, 40 min. inhibition, % at 5 µM. 330,000 tested, 1.5% active;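 active = inhibition above about 50% at the single test dose, limit read from the data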;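 also: plate controls were DMSO with enzyme for no effect and no enzyme buffer wells for full effect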
Target sequence (Q9BQF6 706-1050 limits assumed): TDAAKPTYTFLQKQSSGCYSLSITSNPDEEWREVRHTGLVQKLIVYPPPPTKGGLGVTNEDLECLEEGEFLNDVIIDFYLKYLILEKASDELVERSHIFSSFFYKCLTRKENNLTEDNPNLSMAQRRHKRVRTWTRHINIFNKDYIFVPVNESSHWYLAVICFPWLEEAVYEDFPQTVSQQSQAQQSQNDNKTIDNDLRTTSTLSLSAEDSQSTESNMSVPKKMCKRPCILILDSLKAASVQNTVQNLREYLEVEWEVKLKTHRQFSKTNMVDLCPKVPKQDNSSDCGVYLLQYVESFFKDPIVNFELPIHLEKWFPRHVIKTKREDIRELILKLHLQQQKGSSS
SENP6 inh: SENP6 protease inhibitors, primary screen, biochemical, luminescence, uHTS; inhibition, % at 10 µM; Recombinant SENP6 catalytic domain, aminoluciferin luminescence; 330,000 tested, 1.8% active; Sentrin-specific protease 6 (Homo sapiens), Q9GZR1; AID 2599, 2010;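 active = inhibition above about 50% at the single tested dose, limit read from the data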;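 also: plate controls were DMSO wells with enzyme for no effect and DMSO wells lacking enzyme for full effect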
Target sequence (Q9GZR1 628-1112 limits assumed): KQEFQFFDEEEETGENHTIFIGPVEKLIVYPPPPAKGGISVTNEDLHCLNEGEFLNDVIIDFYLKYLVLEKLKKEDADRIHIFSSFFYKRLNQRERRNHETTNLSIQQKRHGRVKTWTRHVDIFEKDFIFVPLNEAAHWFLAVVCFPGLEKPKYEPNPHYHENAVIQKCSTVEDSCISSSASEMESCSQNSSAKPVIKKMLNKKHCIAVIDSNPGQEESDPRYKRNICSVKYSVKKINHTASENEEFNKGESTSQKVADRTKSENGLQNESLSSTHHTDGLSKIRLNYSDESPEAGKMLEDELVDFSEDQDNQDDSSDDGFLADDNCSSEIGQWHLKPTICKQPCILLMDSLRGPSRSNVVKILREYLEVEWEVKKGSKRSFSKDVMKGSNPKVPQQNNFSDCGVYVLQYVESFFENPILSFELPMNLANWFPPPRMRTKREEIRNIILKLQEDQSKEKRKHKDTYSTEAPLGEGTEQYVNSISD
* marks the source's active call; other numbers are inactive results; i = inactive; nt = no result given. Compounds as they come (roughly 6.9% active in at least one column).

The opening 4 compounds (preview)
nr | structure | HKDC1 inhibitor | PfG6PD inh | NR3A LBD binder | SENP8 inh
1 | N#Cc1cc2ccccc2nc1SCC(=O)NC1CC1 | -2 | -2 | -4 | -13
2 | CCC(=O)Nc1ccc(S(=O)(=O)NCC2CCCO2)cc1 (configuration not stated) | 4 | -15 | 3 | 12
3 | Cn1nnnc1SCC(=O)Nc1cc(S(=O)(=O)N2CCCC2)ccc1Cl | -6 | -11 | -2 | 5
4 | O=C(c1ccc(OC2CCN(C(=O)c3cccnc3)CC2)cc1)N1CCCCCC1 | -11 | -18 | 0 | 5

nr | ATG4B inh | MPTP block | SENP7 block | SENP6 inh
1 | -5 | 0.5 | 1 | 1
2 | -8 | 0.8 | 7 | -4
3 | -3 | -3.2 | -1 | -14
4 | 20 | 0.4 | 2 | 9

The whole of this part (from the top)
nr | structure | HKDC1 inhibitor | PfG6PD inh | NR3A LBD binder | SENP8 inh
1 | N#Cc1cc2ccccc2nc1SCC(=O)NC1CC1 | -2 | -2 | -4 | -13
2 | CCC(=O)Nc1ccc(S(=O)(=O)NCC2CCCO2)cc1 (configuration not stated) | 4 | -15 | 3 | 12
3 | Cn1nnnc1SCC(=O)Nc1cc(S(=O)(=O)N2CCCC2)ccc1Cl | -6 | -11 | -2 | 5
4 | O=C(c1ccc(OC2CCN(C(=O)c3cccnc3)CC2)cc1)N1CCCCCC1 | -11 | -18 | 0 | 5
5 | COc1ccc(N2CCN(C(CNC(=O)C(=O)NC3CC3)c3ccco3)CC2)cc1 (configuration not stated) | 0 | 10 | 3 | 13
6 | COc1ccc(S(=O)(=O)NCCSCc2ccco2)cc1C | -7 | 5 | 1 | -1
7 | FC(F)(F)c1cccnc1N1CCN(c2ncnc3nc[nH]c23)CC1 | -24 | 11 | 1 | 0
8 | COc1ccc(NS(=O)(=O)c2csc(C(N)=O)c2)cc1OC | -2 | -18 | 0 | 14

nr | ATG4B inh | MPTP block | SENP7 block | SENP6 inh
1 | -5 | 0.5 | 1 | 1
2 | -8 | 0.8 | 7 | -4
3 | -3 | -3.2 | -1 | -14
4 | 20 | 0.4 | 2 | 9
5 | -2 | 0.3 | -4 | 3
6 | -1 | 4.3 | -13 | -15
7 | -3 | -1.2 | -3 | -11
8 | 4 | -0.2 | 4 | 0

In another format: 3 of the compounds above.
item	Structure	HKDC1 inhibitor	PfG6PD inh	NR3A LBD binder	SENP8 inh	ATG4B inh	MPTP block	SENP7 block	SENP6 inh
6	COc1ccc(S(=O)(=O)NCCSCc2ccco2)cc1C	-7	5	1	-1	-1	4.3	-13	-15
4	O=C(c1ccc(OC2CCN(C(=O)c3cccnc3)CC2)cc1)N1CCCCCC1	-11	-18	0	5	20	0.4	2	9
5	COc1ccc(N2CCN(C(CNC(=O)C(=O)NC3CC3)c3ccco3)CC2)cc1 (configuration not stated)	0	10	3	13	-2	0.3	-4	3

(cont.)
nr | structure | HKDC1 inhibitor | PfG6PD inh | NR3A LBD binder | SENP8 inh
9 | Cc1cccc(NS(=O)(=O)c2cccc(C(=O)N3CCCC3)c2)c1 | -3 | -10 | 0 | 9
10 | COc1ccc(C(=O)c2c(C)oc3ccc(O)cc23)cc1 | -3 | 22 | 0 | 13
11 | O=C1CC2(CCN(C(=O)COc3ccccc3)CC2)Oc2ccccc21 | -4 | 4 | -1 | -57
12 | COc1ccc(-c2c[n+]3c(n2-c2ccc(C)cc2)CCCCC3)cc1 | 0 | -7 | -1 | 11
13 | Cc1ccsc1-c1nc(CN2CCN(C)C(=O)[C@@H]2C)c(C)o1 | -3 | -18 | -1 | -39
14 | COC(=O)C1=C(N)Oc2cc(C)n(C)c(=O)c2C1c1ccc(Cl)cc1 (configuration not stated) | -3 | -24 | -2 | 8
15 | CC1CCCCC1NC(=O)C1CC=CCC1C(=O)O (configuration not stated) | 6 | -6 | -1 | 19
16 | COc1ccc(OC)c(NC(=O)c2ccc(OC3CSC3)cc2)c1 | -2 | 6 | 3 | -2

nr | ATG4B inh | MPTP block | SENP7 block | SENP6 inh
9 | -7 | 0.6 | -13 | -10
10 | -4 | 0.4 | 5 | 3
11 | -12 | -1.3 | 6 | -15
12 | 9 | 5.3 | 5 | 0
13 | 0 | -0.3 | 5 | -2
14 | -2 | 0.7 | -10 | 0
15 | 1 | 0.2 | 0 | -16
16 | -11 | 1.2 | 11 | 15

Next compounds
nr | structure | HKDC1 inhibitor | PfG6PD inh | NR3A LBD binder | SENP8 inh
17 | COc1ccc(S(=O)(=O)N2CCOCC2)cc1C(=O)Nc1ccc2c(c1)OCO2 | -2 | -7 | 2 | -3
18 | CCN(CC(=O)Nc1cc(S(=O)(=O)N2CCCCC2)ccc1C)Cc1ccccc1 | 1 | 1 | 2 | 3
19 | OC[C@@H]1CCCN1Cc1cn(-c2ccccc2)nc1-c1ccc2c(c1)OCO2 | -1 | -16 | 0 | 12
20 | CN(C(=S)NC(=O)c1ccc(Cl)cc1)C1CCCCC1 | -1 | 14 | 2 | 19
21 | COc1cc(NC(=O)c2ccco2)c(C(=O)OCC(=O)Nc2ncc(Cl)cc2Cl)cc1OC | 9 | -5 | 0 | -144
22 | c1ccc(-n2ncc3c(NCCCN4CCOCC4)ncnc32)cc1 | 3 | -12 | 2 | 1
23 | Cc1cccc(-n2cc(C(=O)O)c(=O)cc2C)c1 | -6 | 0 | 1 | 4
24 | COc1ccc(/C=C2/S/C(=N/N=C3\CC4CCC3(C)C4(C)C)NC2=O)cc1 (configuration not stated) | -1 | -5 | -10 | 15

nr | ATG4B inh | MPTP block | SENP7 block | SENP6 inh
17 | 3 | 0.0 | 3 | -2
18 | 3 | 0.4 | -2 | -3
19 | -3 | 0.6 | 4 | 8
20 | 5 | -0.4 | 5 | 14
21 | 10 | -1.9 | -8 | -8
22 | -3 | -4.5 | 3 | -6
23 | -8 | 3.2 | -3 | 1
24 | -6 | -1.3 | -4 | -12

Next section
nr | structure | HKDC1 inhibitor | PfG6PD inh | NR3A LBD binder | SENP8 inh
25 | CN(Cc1ccccc1)C(=O)CCC1CCN(C(=O)c2ccccc2C(F)(F)F)CC1 | 1 | -10 | 0 | 2
26 | Cc1nn(-c2ccccc2)c2sc(C(=O)OCn3nnc4ccccc4c3=O)cc12 | 2 | -16 | -1 | -8
27 | Cc1ccc(S(=O)(=O)NCCNC(=O)c2cc(OCC(F)(F)F)ccc2OCC(F)(F)F)cc1 | -4 | 5 | 3 | 8
28 | COc1ccc(C(=S)N2CCOCC2)cc1OC(=O)c1ccccc1Cl | -2 | 7 | 1 | 6
29 | CCC(=O)N1CCc2cc(Br)cc(S(=O)(=O)NC3CCN(Cc4ccccc4)CC3)c21 | 2 | 0 | -1 | 20
30 | O=C(NN=C1CCN(Cc2ccccc2)CC1)c1ccccc1O | -14 | -6 | -1 | -145
31 | COc1ccc(Oc2c(Cl)cnn(-c3ccccc3)c2=O)cc1 | 1 | 13 | 0 | 7
32 | CCC(C)C1(C2CCCC2)NC(=O)NC1=O (configuration not stated) | -4 | -11 | 0 | 17

nr | ATG4B inh | MPTP block | SENP7 block | SENP6 inh
25 | 8 | -0.1 | 12 | -4
26 | 6 | -0.9 | -6 | -6
27 | -13 | 4.1 | 1 | 2
28 | -4 | 0.3 | 0 | -6
29 | 3 | -1.8 | -2 | -15
30 | -5 | 0.1 | 1 | 1
31 | -12 | -4.8 | -1 | -6
32 | 2 | -0.4 | nt | nt

Remaining list, next part:
nr | structure | HKDC1 inhibitor | PfG6PD inh | NR3A LBD binder | SENP8 inh
33 | NS(=O)(=O)c1ccc(CNC(=O)CNC(=O)c2ccc(F)cc2)cc1 | -3 | 2 | 0 | 14
34 | Cc1ccc(NS(=O)(=O)c2ccc(Br)s2)cc1S(=O)(=O)N1CCOCC1 | -8 | -21 | 0 | 1
35 | Oc1ccc(-c2csc(Nc3ccccn3)n2)c(O)c1 | -7 | 34 | 36* | 5
36 | CCCc1cnc(N2CCN(S(C)(=O)=O)CC2)nc1 | -7 | 2 | 0 | -58
37 | CCCN1CCN(C(=S)Nc2ccc(SC(F)F)cc2)CC1 | -5 | 6 | 2 | 12
38 | CC(NC(=O)c1ccco1)c1ccc2c(c1)OCCO2 (configuration not stated) | -5 | -8 | 0 | 7
39 | O=C(Nc1ccccc1-c1nc2ccccc2s1)c1ccco1 | 2 | 4 | -6 | -91
40 | Cc1cc(SCc2ccccc2C)nc(=O)[nH]1 | -3 | -15 | 2 | -20

nr | ATG4B inh | MPTP block | SENP7 block | SENP6 inh
33 | -3 | -1.9 | -15 | -34
34 | -5 | -1.5 | 6 | 8
35 | -8 | 2.6 | 36 | 71*
36 | -8 | 2.6 | 3 | 0
37 | -17 | 1.0 | -1 | -8
38 | 3 | -1.0 | -54 | -12
39 | 1 | 1.1 | -6 | -8
40 | 12 | -0.9 | -10 | -2

More results follow:
nr | structure | HKDC1 inhibitor | PfG6PD inh | NR3A LBD binder | SENP8 inh
41 | Cc1ccc(C2C3=C(CC(C)(C)CC3=O)Nc3onc(C)c32)cc1 (configuration not stated) | 6 | -13 | 0 | -488
42 | CC(C)(C)NC(=O)N1CCN(c2nc(-c3ccccc3)ns2)CC1 | -3 | -4 | -2 | 20
43 | CCOC(=O)c1ccc(NC(=S)Nc2cccc(C)n2)cc1 | 1 | -17 | 2 | 16
44 | Cc1ccc(CNC(=O)C(=O)NCCC2CCCCN2S(=O)(=O)c2ccc(C)cc2)cc1 (configuration not stated) | -1 | 13 | -1 | 12
45 | O=C(Nc1ccccc1N1CCOCC1)c1cccc([N+](=O)[O-])c1 | -11 | 1 | -2 | 14
46 | COc1ccc(CCNC(=O)CC2Nc3ccccc3NC2=O)cc1OC (configuration not stated) | 12 | 5 | -3 | -44
47 | CCOc1ccc(NC(=O)C2CCN(S(=O)(=O)CC)CC2)cc1 | -2 | -10 | 1 | 16
48 | O=C(Nc1nccs1)c1ccc(NC(=O)C2CC=CCC2C(=O)O)cc1 (configuration not stated) | 1 | -10 | -1 | -8

nr | ATG4B inh | MPTP block | SENP7 block | SENP6 inh
41 | -2 | 1.9 | -10 | -3
42 | 0 | 2.6 | 5 | -14
43 | -7 | 0.6 | 1 | 0
44 | 0 | -1.3 | 8 | -10
45 | -14 | 0.1 | -5 | 11
46 | 1 | 0.8 | 2 | -7
47 | -4 | -0.5 | 6 | -11
48 | -12 | -0.2 | 3 | -26

Other structures.
nr | structure | HKDC1 inhibitor | PfG6PD inh | NR3A LBD binder | SENP8 inh
49 | Cn1c2ccccc2c2c(C(=O)N3CCN(c4ccccc4)CC3)cn(C3CCCC3)c(=O)c21 | -4 | 11 | -2 | i
50 | O=C1CCC/C=C\C[C@@H](CC(=O)N(CCO)Cc2ccccc2)C(=O)N[C@H](c2ccccc2)CO1 | -5 | 4 | 1 | 11
51 | O=C(c1ccccc1)N1N=C(c2ccccc2)CC1(O)C(F)(F)F (configuration not stated) | 4 | 0 | 0 | 13
52 | Cc1oc(-c2cccc(Br)c2)[n+]([O-])c1C | 0 | -2 | -7 | 15
53 | Cc1ccc(NC(=O)c2sc3nc4c(c(-c5ccco5)c3c2N)CCC4)cc1 | 1 | 6 | -4 | -57
54 | O=C(C1CCN(c2nc(-c3ccccc3)nc3c2CCC3)CC1)N1CCC(O)CC1 | 2 | -2 | -2 | -24
55 | CCOC(=O)N1CCC(C(=O)Nc2ccc(OCC)cc2)CC1 | -4 | 5 | 0 | 6
56 | CCOc1ccc(C=O)cc1CN1CCCCC1 | -6 | 6 | 1 | 19

nr | ATG4B inh | MPTP block | SENP7 block | SENP6 inh
49 | -22 | -2.9 | 8 | -6
50 | -4 | -0.8 | -8 | -7
51 | -2 | 0.6 | -3 | -3
52 | -6 | -0.1 | 1 | 5
53 | -11 | 2.2 | -4 | 0
54 | 0 | -1.7 | -9 | -14
55 | -22 | -0.6 | 0 | 2
56 | -9 | -2.6 | -3 | -13
